Assay outcomes: PubChem, several laboratories
rCAG binder – binders of r(CAG) RNA repeats, primary screen, biochemical, fluorescence; r(CAG) RNA repeat, TO-PRO-1 dye displacement fluorescence; inhibition, % at 3 µM; actives 1.3% (n = 370,000);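 active means inhibition above the plate cutoff, the mean of all test compounds on that plate plus 3 SD, cut at about 35% in these data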;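 further: 0% = DMSO alone and 100% = 100 µM mitoxantrone as full dye displacement; higher means more dye released from RNA so lower well fluorescence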
mABHD4 FP – ABHD4 inhibitors, primary screen, biochemical, fluorescence polarization, mouse | actives 0.54% (n = 370,000) | inhibition, % at 8.92 µM | AID 720543, 2013 | (Lyso)-N-acylphosphatidylethanolamine lipase (Mus musculus), Q8VD66 | purified mABHD4, FP-Rh probe fluorescence polarization;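 active means inhibition exceeding the mean over every tested compound plus 3 SD, cut at about 30% in these data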;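 further: 0% = plate median of compound wells and 100% = S159A mutant with DMSO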
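Assay system: wild-type mouse ABHD4 protein; compound: single nominal dose of 8.92 µM, 0.89% DMSO final; schedule: 45 min + 60 min at 25 °C; measured by: FP readout, ex 525 nm / em 598 nm; evaluation: % inhibition of FP-Rh probe binding versus controls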
PRMT1 FP inh – PRMT1 methyltransferase inhibitors, primary screen, biochemical, fluorescence polarization. Protein arginine N-methyltransferase 1 (Homo sapiens), Q99873. recombinant PRMT1, activity-based probe fluorescence polarization. inhibition, % at 2.79 µM. actives 1.3% (n = 370,000);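 active means inhibition above about 21% made by adding two undisclosed values, limit read from the data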
HTRA1 inh – HTRA1 serine protease inhibitors, primary screen, biochemical, fluorescence polarization, HTS | inhibition, % at 5.96 µM | recombinant HTRA1, FP-rhodamine activity-based probe | Q92743 | actives 0.5% (n = 340,000); in the data active means inhibition above about 36%;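 further: 0% = enzyme with DMSO and 100% = wells lacking enzyme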
Target sequence (Q92743 whole entry, looked up): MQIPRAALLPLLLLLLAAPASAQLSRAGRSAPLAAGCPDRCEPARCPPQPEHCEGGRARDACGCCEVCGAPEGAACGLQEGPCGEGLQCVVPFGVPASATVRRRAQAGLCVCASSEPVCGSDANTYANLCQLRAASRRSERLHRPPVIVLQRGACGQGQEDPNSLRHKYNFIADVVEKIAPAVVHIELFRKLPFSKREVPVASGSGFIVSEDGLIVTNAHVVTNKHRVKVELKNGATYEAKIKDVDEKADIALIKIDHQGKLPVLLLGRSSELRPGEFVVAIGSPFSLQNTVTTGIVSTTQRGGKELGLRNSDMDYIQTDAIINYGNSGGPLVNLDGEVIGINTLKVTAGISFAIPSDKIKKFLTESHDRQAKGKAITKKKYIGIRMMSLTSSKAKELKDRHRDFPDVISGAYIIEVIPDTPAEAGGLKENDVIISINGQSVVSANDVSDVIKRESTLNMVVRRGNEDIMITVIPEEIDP
PG9 Ab binder – binders of HIV-1 gp120 antibody PG9, primary screen, biochemical, TR-FRET | HIV-1 gp120 / PG9 antibody interaction | actives 0.43% (n = 360,000) | TR-FRET gp120-PG9 antibody binding | inhibition, % at 6.7 µM; in the data active means inhibition above about 8.5%
SIAE primary – human SIAE inhibitors, primary screen, biochemical, fluorescence polarization, FP-Rh probe, 1536-well HTS | actives 0.69% (n = 370,000) | inhibition, % at 9.66 µM | SIAE FP-Rh probe binding | AID 1053197, 2014;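 active means inhibition above a cutoff: mean of compounds within the control limits plus 3 SD of those, cut at about 17% in these data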;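 further: 0% = plate median of compound wells and 100% = probe without SIAE protein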
TCR-CD3 inh – inhibitors of human TCR-CD3 interaction, primary screen, biochemical, fluorescence, TAMRA-labeled TCR probe; inhibition, % at 9.4 µM; actives 0.37% (n = 360,000); in the data active means inhibition above about 19%;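 further: recombinant mutant TCR 2C K166C tagged with TAMRA read by polarization; 0% = receptor in buffer alone and 100% = receptor with positive control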
NR1D1 modulator – modulators of Rev-erb alpha DNA binding, primary screen, biochemical, FITC-DNA, fluorescence polarization, uHTS; Nuclear receptor subfamily 1 group D member 1 (Homo sapiens), P20393; Rev-erbα–FITC-DNA binding, 90 min; activity, % at 10 µM; actives 0.79% (n = 370,000);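 active means activity above about 14%, limit read from the data; passing the limit was not always enough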;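 further: 0% = DMSO wells with 35 nM protein and 100% = DMSO wells with 750 nM protein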
TDP2 absorb – human TDP2 enzyme inhibitors, primary screen, biochemical, epi absorbance, recombinant enzyme | inhibition, % at 12.8 µM | T5PNP hydrolysis, p-nitrophenol absorbance 415 nm | actives 0.34% (n = 370,000) | AID 720702, 2013 | Tyrosyl-DNA phosphodiesterase 2 (Homo sapiens), O95551;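 active means inhibition above the mean of all tested compounds plus 3 SD, set per campaign, cut at about 25% in these data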;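 further: 0% = DMSO with enzyme and 100% = buffer with substrate but no TDP2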
Target sequence (O95551 whole entry, looked up): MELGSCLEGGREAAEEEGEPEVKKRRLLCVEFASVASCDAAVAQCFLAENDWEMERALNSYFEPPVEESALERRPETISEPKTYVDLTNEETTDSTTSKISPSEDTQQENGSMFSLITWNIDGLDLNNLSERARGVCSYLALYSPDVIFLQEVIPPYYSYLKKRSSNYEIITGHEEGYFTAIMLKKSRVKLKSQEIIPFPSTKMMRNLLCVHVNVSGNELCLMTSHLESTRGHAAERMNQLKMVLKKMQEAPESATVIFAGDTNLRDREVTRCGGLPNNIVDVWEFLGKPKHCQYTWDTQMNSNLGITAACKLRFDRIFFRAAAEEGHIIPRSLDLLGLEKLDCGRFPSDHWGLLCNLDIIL
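Material: recombinant human TDP2; quantity: TDP2 enzyme at 120 nM final; medium: Tris-HCl pH 7.5 with MgCl2; compound: single concentration, 12.8 µM nominal, with 1% DMSO; incubation: 2 h enzyme incubation at 37 °C; signal: epi absorbance; measure: percent inhibition; benchmarks: high control without enzyme, low control DMSO plus TDP2; repeats: singlicate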
LEDGF integ inh – blockers of LEDGF/p75-dependent integrase strand transfer – biochemical, TR-FRET, high throughput, primary screen | TR-FRET IN-LEDGF/p75 DNA integration, Eu/Cy5 | inhibition, % at 3.7 µM | actives 0.64% (n = 370,000);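 active means inhibition above the screen-wide mean plus 3 SD, cut at about 13% in these data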;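 further: signal is the Cy5 over europium emission ratio at 671 and 618 nm; 0% = plate median of compound wells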
Active calls of the source: *; · = no result given; & = joins results of further samples. An excerpt; rates above refer to the full screens.

Molecule	HTRA1 inh	TCR-CD3 inh	TDP2 absorb	NR1D1 modulator	LEDGF integ inh	mABHD4 FP	SIAE primary	rCAG binder	PRMT1 FP inh	PG9 Ab binder
CCCNc1nc(OC(C(F)(F)F)C(F)(F)F)nc(OC(C(F)(F)F)C(F)(F)F)n1	-2.7	-8.3	-4.7	-1.1	-2.2	2.7	-1.3	-1.1	4.5	0.1
Cc1cc(C(=O)N2CCN(c3ccc([N+](=O)[O-])cc3)CC2)c(C)o1	2.2	-2.8	-5.0	1.2	-10.5	-2.5	2.7	-3.5	2.6	-1.5
CC1CCc2cc(F)ccc2N1C(=O)c1cccnc1 (configuration not stated)	4.8	1.8	7.4	1.2	3.1	5.5	5.1	-3.9	-3.1	0.5
COc1ccc(CCC(=O)N2CCCC(Nc3ccccc3)C2)cc1OC (configuration not stated)	0.0	-5.2	-1.5	1.9	2.1	3.2	-3.8	-6.2	-2.5	-3.7
CCO/C=N/Nc1nc(C(F)(F)F)nc2c1cnn2Cc1ccccc1	-15.2	-1.6	-4.1	1.6	8.8	-13.2	-9.0	23.9	-7.2	-2.0
COc1cc(SC)ccc1C(=O)Nc1ccon1	-8.3	-0.6	-7.1	3.8	2.2	-10.8	-6.8	5.3	23.6*	-0.5
COc1cc(NC(=O)C2=CC(c3cccs3)=NS(=O)(=O)N2C)cc(OC)c1OC	-3.3	0.2	-0.3	1.1	-1.6	1.3	2.4	4.8	2.3	0.8
CCCOc1ccc(/C=N/NC(=O)C(=O)Nc2ccccn2)cc1	2.8	-0.8	-3.4	-1.2	0.8	2.4	-4.1	-2.5	-2.9	2.7
O=C(NC(=S)NC1C2CC3CC(C2)CC1C3)C12CC3CC(CC(C3)C1)C2 (configuration not stated)	-0.1	5.8	-7.5	1.2	2.3	-4.1	5.6	3.4	-1.8	-2.9
Cc1noc(NS(=O)(=O)c2ccc(NC(=O)c3cccc(S(=O)(=O)Nc4ccccc4F)c3)cc2)c1C	1.5	3.5	3.4	1.4	0.7	3.1	12.5	34.6*	0.9	1.1
CNC(=O)C1(c2ccccc2)CCCCC1	2.0	-1.9	0.7	1.0	0.6	3.7	0.5	2.5	-2.0	-1.7
CCOC(=O)c1oc2ccccc2c1NC(=O)c1cccc(OC)c1OC	-65.8	5.9	-4.8	-1.3	-0.3	-5.5	-8.1	1.3	0.9	-1.3
Cc1c2c(nc3c(C(=O)NC4CCCC4)cnn13)CCCC2	-0.8	0.9	-4.7	-4.7	-2.9	4.8	10.6	-2.8	-2.7	0.1
O=C(N/N=C/C=C/c1ccco1)c1cccnc1	12.0	8.0	-9.9	0.1	26.6*	13.4	6.5	15.8	39.4*	-2.8
Cc1ccc(S(=O)(=O)N2CCC(C(=O)NCCc3ccc(S(N)(=O)=O)cc3)CC2)cc1	-6.1	4.3	15.2	6.3	-3.5	10.7	10.7	0.5	-1.6	1.8
COc1ccc(CNc2nc3c(c(=O)n(Cc4ccc(Cl)cc4)c(=O)n3C)n2C)cc1	2.4	-1.0	-11.2	1.1	-2.7	-4.6	-2.4	1.4	5.5	-0.7
Cc1cc(N2CCCC2)nc2ccccc12	-6.1	-2.7	-0.8&4.2	1.9&0.3	-5.5&2.3	-0.2&1.6	2.3&-0.8	0.9	-0.1&-3.2	7.0
CN(C(=O)CSc1ncc(C(F)(F)F)cc1Cl)c1c(N)n(Cc2ccccc2)c(=O)[nH]c1=O	-1.5	1.1	1.9	3.5	-1.3	-2.1	-2.8	-8.3	0.7	-2.0
Cc1ccc(NC(=O)CS(=O)CC(=O)N(CC(=O)NC(C)(C)C)c2cccc(C)c2C)cc1 (configuration not stated)	1.0	-0.1	14.9	6.5	4.3	3.4	-5.0	-1.4	2.5	-1.7
Cc1c(N=C2N=C(NC(=O)Nc3ccc(Cl)cc3)c3ccccc32)c(=O)n(-c2ccccc2)n1C	-11.0	4.8	8.3	-3.4	5.9	-1.6	1.8	-2.8	0.1	-1.8
CCOC(=O)c1c(C)n(C)c2cc(-c3ccc(C)cc3)c(O)cc12	1.4	-3.6	7.2	-3.0	-1.5	0.7	-0.3	5.7	3.4	1.1
CCC(C)c1ccc(NC(=S)NC(C)C2CCCO2)cc1 (configuration not stated)	-11.0	-7.7	-4.3	7.2	1.8	4.8	10.0	-8.0	3.1	0.1
O=C(Nc1ccc(Cl)c(S(=O)(=O)N2CCOCC2)c1)c1ccc2c(c1)OCCO2	-6.3	-3.4	2.3	-5.7	3.4	-7.2	-10.9	4.6	-4.4	1.0
O=C1CC(N2CCN(c3ccccc3Cl)CC2)C(=O)N1c1cccc(F)c1 (configuration not stated)	-5.8	3.8	-6.0	1.3	0.1	-5.8	-3.5	-2.4	6.9	-2.0
Cc1ccc([N+](=O)[O-])cc1NC(=O)c1c(-c2ccccc2)noc1C	-6.5	3.8	2.4	1.6	5.5	-1.7	-2.3	-0.5	-3.7	0.1
CCOC(=O)C1=NNC2(c3ccc(Cl)cc3)C(=O)N(c3cc(C)cc(C)c3)C(=O)C12 (configuration not stated)	-6.0	1.0	9.8	5.1	1.9	-3.9	-2.5	2.3	4.8	2.4
CC1(C)NC(=O)N(CCOCCOc2ccccc2-c2ccccc2)C1=O	-4.3	5.3	12.6	5.8	-1.5	0.1	6.5	-8.0	1.2	-0.7
Cc1cc(C)nc(SCC(=O)Nc2ccc(S(=O)(=O)Nc3ncccn3)cc2)n1	1.3	5.9	0.8	-2.8	0.1	2.2	-0.4	3.1	0.1	0.2
OC(COCc1ccccc1)CN1CCCCC1 (configuration not stated)	-0.4	-2.4	-2.2	0.2	0.4	-0.1	3.9	-2.2	-3.2	-1.0
COc1ccc(Cc2c(-c3ccc(Cl)cc3)nc3c(C)cc(Br)cn23)c(C)c1	·	-3.2	2.7	0.4	-0.3	-16.2	0.7	22.3	1.5	2.0
CCn1c(=O)c(C(C)=O)c(O)c2ccccc21	3.7	4.3	-7.8	-1.4	8.2	-5.9	-4.7	0.3	-3.6	-0.7
CN(C)C(=O)CN(C)S(=O)(=O)c1ccc(Cl)cc1	1.3	-2.6	1.0	-0.1	-0.1	2.3	-2.2	0.4	-1.1	0.1
CCCCN(C)C1=Nc2cccc3cccc1c23	1.3	-0.4	-2.3	-4.7	1.3	2.2	1.4	1.5	1.4	-1.1
Cc1ccc(-c2cn(-c3ccccc3)c(SCC(N)=O)n2)cc1C	-10.0	4.1	-7.4	-2.1	-0.5	-9.0	0.6	-3.5	14.1	0.1
CCOC(=O)C1CCN(S(=O)(=O)c2ccc(-c3ccccn3)s2)CC1	·	-4.3	6.6	-2.3	-1.9	1.2	-0.9	-4.0	2.7	-1.0
O=S(=O)(/N=C(\c1ccc(Cl)cc1)N1CCOCC1)c1ccccc1	-4.7	-4.0	-0.8	1.9	3.9	-2.4	0.5	-3.3	-0.1	-0.5
COC(=O)C1=C(C)N(C)C(=NCc2cc(OC)c(OC)c(OC)c2)NC1c1cccc(C(F)(F)F)c1 (configuration not stated)	·	3.9	0.6	-1.5	2.4	3.6	4.0	4.0	-7.8	0.3
CCC(C)CNC(=O)CSc1nnc(-c2cccnc2)n1C1CCCCC1 (configuration not stated)	·	·	9.8	-2.9	-1.8	-2.2	7.4	0.0	2.4	·
CC1CCCN(Cc2nc3c(c(=O)n(C)c(=O)n3C)n2CC(N)=O)C1 (configuration not stated)	3.1	4.9	9.8	-0.6	-0.3	-4.1	-6.1	0.1	-1.9	-0.9
COc1ccccc1S(=O)(=O)N1CCN(S(=O)(=O)c2cccs2)CC1	0.6	3.8	-10.8	1.7	0.9	1.7	3.9	-1.4	-2.9	-0.7
CC(=O)NC1CCCCN(Cc2ccc(Cl)cc2)C1=O (configuration not stated)	·	·	-18.3	1.1	9.7	-3.0	4.3	1.6	-7.9	·
CC(=O)NC12CC3CC(C1)CC(C(=O)N1CCN(S(=O)(=O)c4cccc(F)c4)CC1)(C3)C2	-1.8	0.8	-13.5	-2.5	-5.2	1.8	-1.1	-8.8	-0.2	-1.1
Cc1cc(SCCOc2ccccc2)nc(N)n1	2.4	-1.9	-7.0	-1.2	3.0	-9.6	-3.5	1.1	1.5	-1.6
COc1ccccc1-c1nnc(NC(C)=O)s1	-0.4	2.4	1.4	3.2	-0.8	8.0	-4.4	-2.8	0.7	-1.1
NNC(=O)CNc1cccc(Br)c1	-5.0	-4.3	-13.7	-2.0	-6.5	-0.1	8.4	5.0	1.9	-2.6

An excerpt from above with just LEDGF integ inh, PRMT1 FP inh and TDP2 absorb:
smiles	LEDGF integ inh	PRMT1 FP inh	TDP2 absorb
CC(=O)NC12CC3CC(C1)CC(C(=O)N1CCN(S(=O)(=O)c4cccc(F)c4)CC1)(C3)C2	-5.2	-0.2	-13.5
CNC(=O)C1(c2ccccc2)CCCCC1	0.6	-2.0	0.7

More structures.
Molecule	HTRA1 inh	TCR-CD3 inh	TDP2 absorb	NR1D1 modulator	LEDGF integ inh	mABHD4 FP	SIAE primary	rCAG binder	PRMT1 FP inh	PG9 Ab binder
Cn1c(-c2nonc2N)nc2ccccc21	-3.9	-1.6	2.0	-1.1	-3.9	1.4	-4.0	-0.9	0.4	-1.7
COc1ccccc1CNC(=O)CSc1n[nH]c(N)n1	4.4	1.7	-12.9	-3.4	-6.3	-2.5	0.1	1.4	6.2	0.1
O=C1c2ccccc2C(=O)c2c1cccc2N1CCCC1	44.9*	-21.8	12.9	-15.3	30.0*	32.8*	0.4	11.0	13.8	-15.7
CCOc1ccc(NC(=O)COc2ccc(S(=O)(=O)N3CCCC3)cc2)cc1	2.5	7.1	5.2	1.2	2.8	2.9	2.7	-3.6	0.6	-0.1
Cc1ccc(C)c(NC(=O)CS(=O)(=O)c2cccc3nsnc23)c1	-7.8	5.4	-16.9	-3.7	0.8	-2.8	-0.3	0.8	-0.9	-1.4
O=C(N/N=C/c1ccc(OC(=O)c2cccc(F)c2)cc1)c1cccnc1	0.4	9.7	2.8	-9.4	1.4	0.5	-14.0	0.9	-3.0	1.4
CC(=O)C1=C(c2ccccc2)NC(=O)NC1c1ccccc1OCC(=O)Nc1ccccc1 (configuration not stated)	-0.1	-1.1	-6.8	-13.7	-3.6	-10.1	-14.8	1.8	-4.0	-2.8
O=C(CC(c1ccccc1)c1cc(Br)ccc1O)N1CCCC1 (configuration not stated)	-0.8	3.2	8.4	·	-0.5	-7.3	-0.5	-4.1	-0.6	-1.0
